TDP1 cell CPT: growth inhibition of DT40 Tdp1-/-;hTDP1 cells with camptothecin (screen for TDP1 inhibitors); chicken DT40 Tdp1-/-;hTDP1 cells + 20 nM CPT, ATP luminescence, 48 h; 12% of 420,000 active; Potency, µM (series often up to 46.2 µM), for inactives: at the highest dose activity change, negative = growth inhibition, most hits filed as inhibitors; AID 686979; note: nearly all actives have a fitted effect of over 55% in size
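Chicken DT40 Tdp1-/- cells stably complemented with human TDP1 were seeded at 400 cells/well in medium containing 20 nM camptothecin, exposed to pin-transferred compounds, and grown at 37 °C for at least 48 hr. Viability was read as ATP luminescence.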
FEN1 inh: inhibitors of human flap endonuclease 1; 0.35% of 390,000 active; AID 588795; Potency, µM (top dose mostly 114 µM), for the others: at the top dose activity change, negative = inhibition, most hits filed as inhibitors; Recombinant FEN1 flap cleavage, fluorescence, 15 min; note: nearly all actives have a fitted effect of over 65% in size
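FEN1 at 10 nM, compound pretreatment for 15 min (room temperature), 50 nM final substrate to initiate; endpoint reads at 0 and 15 min; DMSO-only plates used as vehicle background.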
GCN5L2 inh: inhibitors of human GCN5L2 histone acetyltransferase | 0.21% of 390,000 active | Potency, µM (top dose mostly 58.9 µM), inactives show top-dose activity change, negative = inhibition, most hits filed as inhibitors | GCN5L2 HAT assay, ThioGlo1 CoA-SH fluorescence | AID 504327
Target sequence (Q92830 whole entry, looked up): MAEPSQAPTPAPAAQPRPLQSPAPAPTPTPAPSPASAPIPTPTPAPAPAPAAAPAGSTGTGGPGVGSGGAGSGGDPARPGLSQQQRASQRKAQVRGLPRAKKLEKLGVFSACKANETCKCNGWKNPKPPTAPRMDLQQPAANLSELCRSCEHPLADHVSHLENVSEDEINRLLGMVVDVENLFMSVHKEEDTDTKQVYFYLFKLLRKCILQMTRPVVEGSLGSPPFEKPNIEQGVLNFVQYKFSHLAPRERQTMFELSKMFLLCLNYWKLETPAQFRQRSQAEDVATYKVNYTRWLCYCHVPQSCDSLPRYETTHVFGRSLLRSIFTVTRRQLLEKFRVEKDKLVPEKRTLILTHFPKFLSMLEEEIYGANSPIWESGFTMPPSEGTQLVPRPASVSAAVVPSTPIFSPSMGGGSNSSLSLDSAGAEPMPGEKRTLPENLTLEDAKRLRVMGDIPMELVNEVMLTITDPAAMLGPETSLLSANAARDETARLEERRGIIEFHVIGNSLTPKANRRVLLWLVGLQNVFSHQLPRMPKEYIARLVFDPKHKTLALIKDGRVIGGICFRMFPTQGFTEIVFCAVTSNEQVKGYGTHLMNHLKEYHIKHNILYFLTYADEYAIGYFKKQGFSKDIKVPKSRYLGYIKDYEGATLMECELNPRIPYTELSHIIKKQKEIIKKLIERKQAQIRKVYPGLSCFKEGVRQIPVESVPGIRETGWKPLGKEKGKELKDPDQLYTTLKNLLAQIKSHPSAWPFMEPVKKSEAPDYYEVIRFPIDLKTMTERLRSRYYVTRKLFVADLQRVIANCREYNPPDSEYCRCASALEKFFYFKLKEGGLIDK
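Preincubate 20nM GCN5L2 with compound 15 min, RT → add 50uM ThioGlo1 + 75uM H3(1-25) + 70uM acetyl-CoA → read fluorescence 0 and 20 min. Primary qHTS; fluorescent artifacts likely.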
The depositor's hits bear a star; ? = inconclusive; nt = not tested or not shown; & = joins results of further samples. Calls come from the whole dose curve; as a rule, active = well fitted curve in the direction sought with a large enough effect; inconclusive = small, poorly fitted or top-dose-only effect, or another doubt; inactive = no such curve, though single readings can be large; an effect the other way counts as inactive or inconclusive. % is set by controls: 0 for no effect and ±100 for the full control effect; potency is the fitted concentration of half-maximal effect. The list is partial (hit frequency here may not be typical).

Sample of the layout (5 entries):
1. COc1cc(C2CC(=O)Nc3cc(C)c(C)cc32)cc(OC)c1OC (configuration not stated)
2. O=C(NC(=S)NC1CCCc2ccccc21)c1ccco1 (configuration not stated)
3. COc1ccc(-c2c(C)c3ccc(O)c(CN4CCCC4)c3oc2=O)cc1
4. CCOc1ccc(C2C(C(=O)Nc3ccc(Cl)cc3)=C(C)Nc3nc(C(F)(F)F)nn32)cc1 (configuration not stated)
5. COc1cccc(N2CCN(c3ncc4c(n3)CCN(Cc3ccc(Br)cc3)C4)CC2)c1

assay / entry | 1 | 2 | 3 | 4 | 5
GCN5L2 inh | 1.1% | -23.2% | ? | -0.4% | 2.3%
TDP1 cell CPT | 16.4µM* | 16.4µM* | ? | 13µM* | 13µM*
FEN1 inh | -1.3% | -5.9% | -6.1% | 14.0% | -3.8%

Main list, repeating the preview:
1. COc1cc(C2CC(=O)Nc3cc(C)c(C)cc32)cc(OC)c1OC (configuration not stated)
2. O=C(NC(=S)NC1CCCc2ccccc21)c1ccco1 (configuration not stated)
3. COc1ccc(-c2c(C)c3ccc(O)c(CN4CCCC4)c3oc2=O)cc1
4. CCOc1ccc(C2C(C(=O)Nc3ccc(Cl)cc3)=C(C)Nc3nc(C(F)(F)F)nn32)cc1 (configuration not stated)
5. COc1cccc(N2CCN(c3ncc4c(n3)CCN(Cc3ccc(Br)cc3)C4)CC2)c1
6. COC(=O)c1c(C)oc2ccc(N(C(=O)Oc3ccccc3)S(=O)(=O)c3ccc(C(C)(C)C)cc3)cc12
7. CC1CCCCN1C(=O)CSc1nc(N)cc(=O)[nH]1 (configuration not stated)
8. Cc1nnc(-c2ccccc2)nc1N(C)C

assay / entry | 1 | 2 | 3 | 4 | 5 | 6 | 7 | 8
GCN5L2 inh | 1.1% | -23.2% | ? | -0.4% | 2.3% | 0.6% | -4.3% | -5.6%
TDP1 cell CPT | 16.4µM* | 16.4µM* | ? | 13µM* | 13µM* | 3.66µM* | -0.3% | 1.1%
FEN1 inh | -1.3% | -5.9% | -6.1% | 14.0% | -3.8% | -11.4% | 0.5% | 3.1%

9. CC1(c2ccc(Cl)cc2)NC(=O)N(CC(=O)c2ccc3c(c2)OCO3)C1=O (configuration not stated)
10. C=C[C@@H]1c2cccc(C)c2N(S(=O)(=O)c2ccc(C)cc2)[C@H](c2ccc(OC(C)=O)cc2)C1(C#N)C#N
11. O=C(CCCN1C(=O)c2ccccc2C1=O)Nc1nc2ccccc2[nH]1
12. Cc1cc[n+](C2CCCCC2)c2ccccc12
13. CCc1cccc(N(C(=O)c2csnn2)C(C(=O)NC2CCCCC2)c2ccncc2)c1 (configuration not stated)
14. CC1(C)Cc2c(cnn2-c2ccc(F)cc2)C(NC(=O)c2ccco2)C1 (configuration not stated)
15. O=C(COc1ccc(NS(=O)(=O)c2ccc(F)cc2)cc1)N1CCOCC1
16. O=C(NC1CCCCC1)C(c1ccco1)N(C(=O)c1csnn1)c1ccccc1 (configuration not stated)

assay / entry | 9 | 10 | 11 | 12 | 13 | 14 | 15 | 16
GCN5L2 inh | -2.6% | -6.0% | -4.7% | nt | -8.5% | 2.9% | 0.9% | 2.1%
TDP1 cell CPT | -26.1% | ? | 7.5% | ? | -6.0% | -10.4% | -1.6% | 1.6%
FEN1 inh | -0.8% | -15.0% | -2.6% | 3.3% | 2.5% | 9.1% | -1.6% | 14.4%

17. Cc1c(C(=O)Nc2cccc(Cl)c2)sc2nc3n(c(=O)c12)N=C(c1cccc(Br)c1)CS3
18. Cc1nc2nc(C)n(-c3ccccc3)c2s1
19. COc1ccc(C2=NOC(Cn3nc(C(=O)NCc4cccc(Br)c4)cc3-c3ccccc3)C2)cc1 (configuration not stated)
20. O=C(COC(=O)c1cc(Cl)ccc1Cl)NCCN1C(=O)CSC1=O
21. Cc1ccc(-c2nc3ncccc3o2)cc1NC(=S)NC(=O)c1ccco1
22. O=C1CCCN1C(=O)CCC(=O)N1CCCC1=O
23. CC(=O)N(c1ccccc1)C1SC(=O)N(c2ccccc2)C1=O (configuration not stated)
24. Cc1cc([N+](=O)[O-])nn1CCCC(=O)NCc1ccccc1

assay / entry | 17 | 18 | 19 | 20 | 21 | 22 | 23 | 24
GCN5L2 inh | 0.3% | -6.0% | -3.1% | -0.9% | 18.6% | -4.9% | -4.6% | -1.0%
TDP1 cell CPT | -16.5% | -16.7% | ? | -5.0% | -25.2% | -15.2% | -26.3% | ?
FEN1 inh | -9.7% | -5.5% | -16.1% | 22.7% | 2.0% | -2.3% | 6.6% | 0.8%

25. C/C(=N/O)c1ccc2c(c1)OCCOCCOc1cc(/C(C)=N/O)ccc1OCCOCCO2
26. COc1ccc(CN2C(=O)CCC2(C)C(=O)NC2CCCCCC2)cc1 (configuration not stated)
27. CCOc1ccc(NC(=O)CN(C)C(=O)c2c(C)nn(Cc3ccccc3Cl)c2C)cc1OCC
28. Oc1ccc2ccccc2c1CNc1ccc2ccccc2c1
29. COC(=O)c1ccc(CSc2nc3sc(C)c(C)c3c(=O)[nH]2)cc1
30. CC1CCN(C(=O)c2[nH]cnc2C(=O)Nc2ccon2)CC1
31. CC1(C)C(=O)CC[C@]2(C)C3C(=O)C=C4[C@H]5C[C@@](C)(C(=O)O)CC[C@]5(C)CC[C@]4(C)[C@]3(C)CC[C@@H]12 (some centres not stated)
32. Cc1ccc(S(=O)(=O)C(CNC(=O)C(=O)NCc2ccc(Cl)cc2)c2ccco2)cc1 (configuration not stated)

assay / entry | 25 | 26 | 27 | 28 | 29 | 30 | 31 | 32
GCN5L2 inh | 1.1% | -8.1% | nt | nt | -2.1% | -4.9% | -14.9% | -0.9%
TDP1 cell CPT | ? | 3.8% | -19.5% | -9.4% | -7.7% | ? | -21.3% | -2.7%
FEN1 inh | ? | 0.1% | -13.4% | -11.8% | -5.2% | 15.3% | 1.5% | 17.6%

Values by screen from the list.
Nos. 19–27 in FEN1 inh, in turn: -16.1%, 22.7%, 2.0%, -2.3%, 6.6%, 0.8%, ?, 0.1%, -13.4%

The listing continues:
33. COc1ccc(C(CCN2CCN(c3ccccc3)CC2)c2c(O)cc(OC)cc2OC)cc1 (configuration not stated)
34. CCN(C(=O)COC(=O)CCC(=O)c1cccs1)c1c(N)n(Cc2ccccc2)c(=O)[nH]c1=O
35. CCNc1ncc2nc(-c3ccc(OC)cc3)c(=O)n(-c3ccc(OC)cc3)c2n1
36. NC(=S)N/N=C/c1coc2ccc(F)cc2c1=O
37. CCOc1ccc(Nc2ncnc3ccc([N+](=O)[O-])cc23)cc1
38. CC(=O)OCC(=O)N1N=C(c2ccc3ccccc3c2)CC1c1ccccc1 (configuration not stated)
39. CN(CC(=O)N1CCCc2c1c(=O)oc1ccc(O)cc21)Cc1ccccc1
40. C#CCOCCOCCOCCNc1nc(N2CCN(C(=O)C([C@@H](C)CC)n3cc(C(N)COC(=O)C(F)(F)F)nn3)CC2)nc(N2CCN(C(=O)C([C@@H](C)CC)n3cc(C(N)CC(C)C)nn3)CC2)n1 (some centres not stated)

assay / entry | 33 | 34 | 35 | 36 | 37 | 38 | 39 | 40
GCN5L2 inh | -5.6% | -5.9% | -29.0% | -3.8% | -3.2% | -10.9% | 3.0% | nt
TDP1 cell CPT | 16.4µM* | -0.3% | ? | 0.1% | ? | 19.1% | ? | 7.1%
FEN1 inh | -0.9%&13.4% | -1.2% | nt | 0.6% | -14.2% | -0.2% | 2.1% | 15.4%

41. CCOc1cc(N2CCOCC2)c(OCC)cc1NC(=O)COC(=O)COc1ccc(C#N)cc1
42. COC(=O)N/N=C/c1cc(Cl)cc(Cl)c1OCc1ccc(F)cc1
43. COc1ccc(CC(=O)OCC(=O)Nc2ccc3c(c2)OCCO3)cc1OC
44. O=C(c1cccc([N+](=O)[O-])c1)N1CCN(c2n[nH]c(=O)[nH]c2=O)CC1
45. Cc1cccc(C)c1NC(=O)c1cc(-c2ccccn2)nc2ccccc12
46. CC(=NNC(=S)N1CCN(c2ccccn2)CC1)c1ccccn1
47. COc1cccc(CC2(CO)CCCN(Cc3cn(C)c4ccccc34)C2)c1 (configuration not stated)
48. CCOc1ccc(C(=O)NCc2nc(-c3ccc(Cl)cc3)no2)cc1OCC

assay / entry | 41 | 42 | 43 | 44 | 45 | 46 | 47 | 48
GCN5L2 inh | -4.6% | -4.2% | 1.4% | -2.9% | 1.9% | nt | 0.6% | 0.9%
TDP1 cell CPT | -1.1% | ? | -0.5% | -3.4% | ? | 18.4µM* | 20.6µM* | -18.7%
FEN1 inh | 3.3% | -5.1% | -2.0% | -2.2% | 7.4% | -5.7% | -18.3% | -0.8%

49. CN(C)S(=O)(=O)c1ccc(N2CCCC2)c(C(=O)Nc2ccc(F)cc2F)c1
50. O=C1CCC(C(=O)N2CCC(CO)(Cc3ccc(Cl)cc3)CC2)=NN1
51. CC1CCC2(CC1)NC(=O)N(CC(=O)c1ccc[nH]1)C2=O (configuration not stated)
52. COC(=O)c1ccc(N=NNc2ccc(C(=O)OC)cc2)cc1
53. COc1ccc(/C=C/C(=O)NC(=S)NNC(=O)c2cc(OC)c(OC)c(OC)c2)cc1OC
54. CC(c1ccon1)N(C)C(=O)CCc1nnc(CCCCc2ccccc2)o1 (configuration not stated)
55. COc1ccc(Cl)cc1N(CC(=O)Nc1ccccc1C(=O)N1CCOCC1)S(C)(=O)=O
56. O=[N+]([O-])c1ccc(NC(=S)N2CCOCC2)cc1

assay / entry | 49 | 50 | 51 | 52 | 53 | 54 | 55 | 56
GCN5L2 inh | 0.3% | -8.5% | -6.9% | -3.4% | -14.8% | -15.9% | ? | 0.2%
TDP1 cell CPT | ? | -4.0% | ? | -3.6% | ? | -20.9% | 18.4% | -1.5%
FEN1 inh | -7.6% | 12.4% | 10.5% | 3.4% | -4.5% | 15.4% | 13.7% | -3.5%

57. CC1=NN(C(=O)c2ccc(C)o2)C(O)(c2ccccc2)C1 (configuration not stated)
58. O=C(c1ccc(F)cc1)C1CCN(C(=O)c2c(F)cccc2F)CC1
59. COc1ccc(-c2nc3c(Br)c(N)c(Br)cc3o2)cc1
60. O=C(Nc1ccc(F)cc1)C1CCCN1S(=O)(=O)c1cccc2nsnc12 (configuration not stated)
61. Cc1ccc(C(=O)OCC(=O)Nc2cc(S(=O)(=O)N3CCOCC3)ccc2C)cc1
62. CCCSc1ccc([C@@H]2[C@@H]3C(=O)N(C)C(=O)[C@@H]3[C@]3(C(=O)OC)CCCCN23)cc1OC
63. O=C(C1CCOCC1)N1CCCC(N2CCN(c3cccc(C(F)(F)F)c3)CC2)C1 (configuration not stated)
64. COc1cccc(-c2cc(C(=O)NCCCN3CCOCC3)no2)c1

assay / entry | 57 | 58 | 59 | 60 | 61 | 62 | 63 | 64
GCN5L2 inh | -0.1% | -1.9% | -0.9% | 3.3% | 7.1% | -7.7% | -3.7% | -6.6%
TDP1 cell CPT | 4.61µM* | 14.9% | ? | -7.4% | -0.3% | ? | -25.1% | 19.9%
FEN1 inh | -10.6% | -0.1% | -4.6% | -4.8% | 14.5% | ? | 8.7% | 5.1%

65. C=CCC(CC=C)(NC(=O)c1cccc(C)c1)c1ccccc1
66. COc1ccc(-c2cc(-c3cc(C)ccc3O)[nH]n2)cc1
67. COc1ccc(-c2ccc(CCC(=O)O)n2-c2ccccc2OC)cc1
68. CC1CN(c2nnc(NC(=O)c3ccccc3)s2)CC(C)O1 (configuration not stated)
69. CCOC(=O)c1ccc(Oc2nc(C)nc3c2oc2ccccc23)cc1
70. CC(=O)c1cc(-c2ccc(F)cc2)n(CCC(=O)Nc2nc3c(C)cccc3s2)c1C
71. CS(=O)(=O)N1CCC(C(=O)Nc2ccccc2Cl)CC1
72. Cc1csc(-c2coc3cc(O)cc(C)c3c2=O)n1

assay / entry | 65 | 66 | 67 | 68 | 69 | 70 | 71 | 72
GCN5L2 inh | 0.4% | -2.3% | 0.2% | 3.8% | -3.7% | -1.3% | -3.2% | -11.7%
TDP1 cell CPT | -13.5% | ? | ? | -20.8% | -3.9% | ? | -16.3% | 16.4µM*
FEN1 inh | 18.8% | -25.4% | -2.0% | -8.6% | 11.4% | 16.6% | 0.9% | -14.6%

Bioassay records deposited in PubChem BioAssay by National Center for Advancing Translational Sciences (NCATS).
